# SENP6 block: blocks the human protease SENP6; inhibition, % at 10 µM; Recombinant SENP6 catalytic domain, aminoluciferin luminescence; 1.8% of 330,000 active; Q9GZR1;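 active = inhibition above about 50% at the single tested dose, limit read from the data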;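 note: plate controls were DMSO wells with enzyme for no effect and DMSO wells lacking enzyme for full effect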
# PfG6PD inh: PfG6PD (Plasmodium falciparum) enzyme inhibition; PfGluPho enzyme, NADPH resazurin-diaphorase fluorescence; inhibition, % at 20 µM; 0.78% of 350,000 active;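 active = inhibition reaching at least a set limit at 20 µM in the primary screen, cut at about 59% in these data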;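 note: 0% = DMSO wells with substrate and 100% = DMSO wells lacking glucose-6-phosphate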
# SENP8 block-1: SENP8 (human) protease inhibition; AID 602440; inhibition, % at 20 µM; recombinant SENP8, Nedd8 substrate fluorescence; 0.64% of 360,000 active; in the data active = inhibition mostly above about 40%, no sharp cut-off; inactive = mostly below about 27%
# Target sequence (Q96LD8 whole entry, looked up): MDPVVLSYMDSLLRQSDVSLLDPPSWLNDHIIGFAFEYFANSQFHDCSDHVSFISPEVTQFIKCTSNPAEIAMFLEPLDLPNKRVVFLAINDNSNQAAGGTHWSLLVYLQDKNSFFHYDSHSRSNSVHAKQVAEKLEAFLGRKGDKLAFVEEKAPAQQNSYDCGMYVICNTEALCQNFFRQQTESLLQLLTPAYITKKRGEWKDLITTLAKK
# SENP7 block: SENP7 protease inhibition; Q9BQF6; recombinant SENP7, Z-RLRGG-aminoluciferin luminescence, 40 min; inhibition, % at 5 µM; 1.5% of 330,000 active; AID 434973;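 active = inhibition above about 50% at the single test dose, limit read from the data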;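 note: plate controls were DMSO with enzyme for no effect and no enzyme buffer wells for full effect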
# Target sequence (Q9BQF6 706-1050 limits assumed): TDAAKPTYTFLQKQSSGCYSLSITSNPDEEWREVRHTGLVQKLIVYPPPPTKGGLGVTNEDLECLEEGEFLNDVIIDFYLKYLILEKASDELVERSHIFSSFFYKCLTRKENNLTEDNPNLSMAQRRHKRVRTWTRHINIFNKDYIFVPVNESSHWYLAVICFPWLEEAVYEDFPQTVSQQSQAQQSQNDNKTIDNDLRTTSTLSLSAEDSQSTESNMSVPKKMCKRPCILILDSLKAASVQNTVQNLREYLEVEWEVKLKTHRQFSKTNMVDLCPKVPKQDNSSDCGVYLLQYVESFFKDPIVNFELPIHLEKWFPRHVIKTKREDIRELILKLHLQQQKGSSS
# SENP1 inh: inhibitors of human SENP1 SUMO protease catalytic domain; Q9P0U3; recombinant SENP1 catalytic domain, CyPet-SUMO1-YPet FRET cleavage; inhibition, % at 10 µM; 0.21% of 360,000 active; AID 624204;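 active = inhibition at least 30% at 10 µM, raw YFP signal under a set limit, fluorescence ratio 0.5 to 1.5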;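 note: 0% = enzyme with DMSO and 100% = no enzyme wells; some results filed as inactive read as strong as hits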
# Target sequence (Q9P0U3 419-644 limits assumed): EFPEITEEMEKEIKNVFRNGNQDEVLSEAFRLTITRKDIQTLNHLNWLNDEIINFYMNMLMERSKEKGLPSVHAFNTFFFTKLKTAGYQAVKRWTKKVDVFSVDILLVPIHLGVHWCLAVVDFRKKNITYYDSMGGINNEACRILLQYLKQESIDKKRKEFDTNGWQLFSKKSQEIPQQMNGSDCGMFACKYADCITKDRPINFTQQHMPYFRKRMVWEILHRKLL
#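 material = recombinant human SENP1 catalytic domain, His6-tagged | quantity = 20 pM enzyme | reagent = 25 nM SUMO1 FRET substrate | compound dosing = 10 µM single point, 0.5% DMSO | timing = 50 min enzyme reaction, room temperature, light-protected | detection = FRET, CFP and YFP emission | control set = no-enzyme low, enzyme-DMSO high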
# SENP8 block-2: inhibitors of human SENP8 protease; purified SENP8, Z-RLRGG-aminoluciferin cleavage, luminescence; AID 2540; 1.2% of 330,000 active; Q96LD8; inhibition, % at 10 µM; in the data active = inhibition above about 50%
# NALP3 yeast inh: NALP3 inhibition in yeast; Yeast reconstituted NLRP3/ASC/caspase-1, beta-gal luminescence, 24 h; inhibition, % at 10 µM; 0.39% of 330,000 active;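 active = inhibition of 50% or more; inactive = inhibition below 50%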;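 note: plate controls were induced DMSO wells for no effect and uninduced yeast grown without galactose for full effect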
# HKDC1 inh: HKDC1 (human) hexokinase inhibition; 0.16% of 340,000 active; inhibition, % at 20 µM; Q2TB90; recombinant HKDC1, G6PDH/diaphorase resazurin coupled fluorescence; AID 493160;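 active = inhibition above about 35% when tested at 20 µM, limit read from the data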;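 note: plate controls were DMSO wells with enzyme for no effect and DMSO wells lacking enzyme for full effect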
#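 Material: recombinant HKDC1 hexokinase; Amount: HKDC1 at 5 µg/mL; Medium: Tris pH 8.0 buffer with MgCl2, Tween-20, BSA, BME; Schedule: 90 min reaction incubation at room temperature, dark; Technique: coupled resazurin fluorescence, excitation 525 nm, emission 613 nm.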
# Apaf1 inhib: human Apaf-1 inhibition; reconstituted apoptosome caspase-3 activity, DEVD-Rh110 fluorescence; inhibition, % at 20 µM; 0.71% of 330,000 active; active = inhibition of at least 40% at 20 µM;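 note: plate controls were DMSO wells for no effect and DEVD-CHO caspase inhibitor wells for full effect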
#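 Material: biochemical Apaf-1 apoptosome reconstitution. Medium: Hepes buffer, pH 7.5. Also added: cytochrome c activation, bis-DEVD rhodamine 110 substrate. Timing: 30 min compound preincubation, 50 min activation, room temperature. Measured by: rhodamine 110 fluorescence at Ex 480/Em 540 nm.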
# * marks the source's active call; other numbers are inactive results; nt = no result given.
# Below each SMILES – SENP6 block, SENP1 inh, HKDC1 inh, SENP8 block-2, SENP7 block, SENP8 block-1, Apaf1 inhib, NALP3 yeast inh, PfG6PD inh
COc1ccc(/C=C/C(=O)N2CCCC2)cc1OC
  -19, -2, -7, -6, -2, -95, -7, 23, 1
Cc1ccc(-c2cc(C(=O)Nc3cnn(C45CC6CC(CC(C6)C4)C5)c3)no2)cc1
  -17, -2, -10, -3, -3, 8, 6, 5, -15
Cc1nc(C)c(C(=O)Nc2ccccc2-c2ccccc2)o1
  -8, -4, -3, 2, 4, 3, -8, -14, -8
CC(C)(C)c1cc2cccnc2n1Cc1cccc(Cl)c1
  3, -2, 0, 1, 10, 12, 7, 12, -9
COc1cc(C(=O)NCC(c2cccs2)N2CCOCC2)c([N+](=O)[O-])cc1OC (stereo not drawn)
  -9, -12, -4, -4, -9, -32, 4, 13, 17
CN1C(=O)C(CC(=O)NCCc2ccccc2)N(NC(=O)c2ccc(Cl)cc2)C1=S (stereo not drawn)
  -20, 1, -2, 1, -1, 11, 3, 4, 6
CN(CC(=O)NC(=O)NC(C)(C)C)CC(=O)Nc1ccccc1Cl
  -16, 2, -11, 3, 1, 10, 0, 12, 0
COc1ccc2cc(OCC(=O)NNC(=O)Nc3ccc(OC)c(OC)c3)ccc2c1
  -11, 0, 8, -7, 11, -29, 7, 3, -1
Cc1cc(=O)n(CCCO)c(O)c1C#N
  7, 0, 6, -2, 2, 6, 7, 10, 17
CC1(C)CC(N2CN(C3CCCCC3)CC2=O)CC(C)(C)N1
  -17, 0, -7, -10, -9, 28, 0, 5, -22
CN(C)c1nnnn1-c1ccc(Oc2ccccc2)cc1
  -23, 0, -5, 0, 4, 5, 4, 11, 10
O=C(Nc1cccc(NC(=O)c2nccc3ccccc23)c1)c1ccco1
  -4, 3, -4, -7, -12, 6, 1, 0, -5
Nn1c(Nc2ccccc2)nc2sc3c(c2c1=O)CCC3
  nt, -3, -4, nt, nt, -164, nt, nt, 13
CCN1CCCC1CNC(=O)CCNC(=O)c1cc(OC)c(OC)c(OC)c1 (stereo not drawn)
  -2, -2, -16, 3, 6, 7, 2, 1, -1
COc1ccccc1-c1nnc(SCC(=O)Nc2ccc3[nH]c(=O)[nH]c3c2)n1N
  -14, 0, 4, 11, 3, 13, -3, 10, 39
O=[N+]([O-])c1cc(/C=N/Nc2nc(N3CCCCC3)nc(N3CCCCC3)n2)ccc1O
  -5, 2, -4, -12, -5, 31, 2, -10, -17
O=C(/C=C/c1ccc(S(=O)(=O)N2CCOCC2)cc1)N(CCO)Cc1ccccc1
  3, 1, 1, 3, 0, 10, -13, 11, 6
COc1ccc(-c2cc(C(F)(F)F)nc(NCc3ccco3)n2)cc1OC
  -29, -1, 4, 0, 0, -312, 6, 18, 28
COc1ccc(COC(=O)Oc2ccc(CNC(C)=O)cc2OC)c([N+](=O)[O-])c1
  -9, 6, -2, 24, 3, 16, 6, -2, -19
CCn1cc(C(=O)O)c(=O)c2cc(F)c(N3CCN(C(=S)NC(=O)c4ccccc4C)CC3)cc21
  -4, 2, -3, 5, -4, -364, -9, 21, 11

# Next entries follow.
# Below each SMILES – SENP6 block, SENP1 inh, HKDC1 inh, SENP8 block-2, SENP7 block, SENP8 block-1, Apaf1 inhib, NALP3 yeast inh, PfG6PD inh
Cc1ccc(CNC(=O)CCn2ccc3cc(S(=O)(=O)N4CCCC4)ccc32)cc1
  3, 1, -4, 1, -1, 14, -1, -6, 11
Cc1cc2c(=O)n(CC(=O)N3CCN(c4ccccc4)CC3)cnc2s1
  -9, 3, -7, -6, -9, 10, 11, 18, -5
CC(C)Cc1cc(C(=O)Nc2cc(Br)ccc2O)no1
  58*, 0, 3, 41, 3, 6, 5, 29, 3
COc1cccc(CC(=O)Nc2ccc(-c3csc(C)n3)cc2)c1
  -16, 2, -3, -15, -3, -8, -2, 4, 10
Cc1cc(C(=O)OCc2nnc(-c3ccccc3)o2)c(C)n1-c1ccccc1
  -14, -2, 4, -3, -6, 30, 16, 3, 16
O=C(CCn1c(=O)oc2ccccc21)NCCN1CCc2ccccc2C1
  -8, -3, -7, 0, 12, 11, 9, 6, 3
CCOC(=O)C(CCCCCOc1ccccc1[N+](=O)[O-])C(=O)OCC
  -10, 3, -6, -6, -1, 9, 25, 0, 1
Cc1ccc(NS(=O)(=O)c2cccc(C(=O)O)c2)cc1S(=O)(=O)N1CCOCC1
  -1, 0, -10, 4, 3, 6, -3, -2, -16
NS(=O)(=O)c1ccc(NC(=S)N2CCN(c3ccc(Cl)c(Cl)c3)CC2)cc1
  -9, 1, 4, -7, 7, 13, 10, 2, 8
Cc1ccc2nc(-c3ccccc3)cc(C(=O)NCCCn3ccnc3)c2c1
  4, 0, 0, -6, 2, -167, 6, 6, -10
O=C(C(Cl)Cl)N1CCN(Cc2ccccc2)CC1
  -15, -3, -5, -10, -5, 32, 6, 11, 16
CCOC(=O)c1c(C)nn(-c2ncccc2NC(=O)NC(C)C)c1C
  -12, 2, 1, -8, -12, 3, 6, 23, -9
O=C(NCc1ccccc1Cl)c1ccc[nH]1
  -5, 1, -10, -1, 3, 10, -18, 13, 17
CCCNS(=O)(=O)c1ccc(Oc2ncc(C(F)(F)F)cc2Cl)cc1
  -16, -1, -3, -3, 7, 19, 24, 8, -3
Cc1ccc(C(=O)NCCCN2CCOCC2)o1
  -5, 1, -3, 0, 1, 12, -17, -2, 1
COc1cc(/C=C/C(=O)O)ccc1OS(=O)(=O)c1cc(Br)ccc1C
  -9, -2, 4, -2, -4, 10, 0, 0, -42
O=C(Nc1ccncc1)c1ccc2ccccc2c1
  -14, 1, -3, -10, 16, 17, 3, -18, 14
COC(=O)C1=C(C)N(CCc2ccc(OC)c(OC)c2)C(=O)C1
  -17, 1, -6, -6, 6, 29, 7, 5, -13
COc1ccc(C(=O)NC(C)c2nc3ccccc3n2C)cc1OC (stereo not drawn)
  -1, 3, -6, 4, 4, 15, -7, 11, -10
CC(C)[C@H](NC(=O)c1c(F)cccc1F)C(=O)Nc1cccc(Br)c1
  -11, 2, -2, 8, 3, 27, 7, 4, 13

# Next records follow.
# Below each SMILES – SENP6 block, SENP1 inh, HKDC1 inh, SENP8 block-2, SENP7 block, SENP8 block-1, Apaf1 inhib, NALP3 yeast inh, PfG6PD inh
CC1CCN(c2nc3c(c(=O)[nH]c(=O)n3C)n2CCSc2ncccn2)CC1
  nt, 3, 1, nt, nt, 24, nt, nt, 10
CN(C)S(=O)(=O)c1ccc(C(=O)N2CCN=C2SCc2ccccc2)cc1
  11, 1, -8, 4, 8, 12, -6, 6, 10
CC(C)N(CCNS(=O)(=O)c1ccc(Cl)cc1)C(C)C
  -6, 0, -4, -1, 0, 16, -1, 2, -10
CC(C)(C)C(=O)NC(=S)Nc1ccc(S(=O)(=O)Nc2nccs2)cc1
  -6, 4, -1, 2, 4, 3, 1, 5, -35
Cc1occc1C(=O)Nc1cccc(/C=C/C(=O)O)c1
  29, 1, 2, -4, 11, 20, -5, 0, -6
Cc1ccc2c(c1)nnc1nnc(SCC(=O)O)n12
  13, 73*, 0, 1, 5, 36, -16, 12, -1
CC(SC(C)C(=O)NN=Cc1cccc(F)c1)C(=O)NN=Cc1cccc(F)c1 (stereo not drawn)
  nt, -1, -3, nt, nt, -4, nt, nt, 18
C/C(=N\NC(=O)NC1CCCCC1)c1ccco1
  2, 4, -7, 5, -2, 3, -9, 9, -11
Cc1cc(OCC(=O)Nc2cccnc2)c2c(C)cc(=O)oc2c1
  2, 0, 1, -1, 4, -246, 7, -1, 11
COc1cccc(C(=O)Nc2ccc3nc4n(c(=O)c3c2)CCCC4)c1
  53*, 2, 0, 22, 45, 14, 0, -2, -4
O=C(N/N=C/C=C/c1ccc([N+](=O)[O-])cc1)c1cccs1
  -10, 54, 14, 3, -1, -11, 6, 18, 6
CCOC(=O)Cc1[nH]nc2c1C(c1ccsc1)C(C#N)=C(N)O2 (stereo not drawn)
  -18, -8, -4, -12, -5, -5, 8, 17, -15
COC(=O)C1=C(C)N(Cc2ccccc2)C(=NCc2cc(OC)c(OC)c(OC)c2)N[C@H]1CCc1ccccc1
  -5, -22, -1, -2, 5, -77, 48*, 21, 11
COc1ccc(NC(=O)CSCc2ccc(C)cc2)cc1
  -10, 3, -13, -3, 0, 14, -6, 18, 8
COc1ccc(CCN(C)C(=O)c2c(C)nn(-c3ccccc3)c2C)cc1OC
  3, -1, -3, 7, 5, 8, 10, 4, -4
CCN(CC)c1ccc(S(=O)(=O)N2CCOCC2)cc1NC(=O)CSc1nncn1C
  11, 0, -7, -6, -3, 15, 0, 14, -4
CCOC(=O)Cc1cc(-c2ccccc2)nc2ccc3ccccc3c12
  -16, 2, -1, -4, -6, -322, 2, 0, 28
CCOc1nc(-c2ccc(C)cc2)ccc1-c1noc(COC)n1
  0, -64, 0, 0, -6, -224, 22, 28, 27
CCOc1ccc(C(=O)NCC(=O)N2CCN(C/C=C/c3ccccc3)CC2)cc1OCC
  -12, 1, -2, 0, -7, 12, 21, 5, 3
O=C(c1ccccc1)C(C(=O)N1CCc2ccccc2C1)n1ccccc1=O (stereo not drawn)
  1, 1, -6, 0, 0, -4, -6, -1, 7

# Next part:
# Below each SMILES – SENP6 block, SENP1 inh, HKDC1 inh, SENP8 block-2, SENP7 block, SENP8 block-1, Apaf1 inhib, NALP3 yeast inh, PfG6PD inh
COc1cccc(CNC(=O)C2CCCN(S(=O)(=O)c3c(C)n[nH]c3C)C2)c1 (stereo not drawn)
  -9, -1, -5, -1, 12, 20, -2, 1, 2
Cc1cc(C)n(C(=O)CNC(=O)/C=C/c2ccccc2)n1
  0, 0, -10, -8, 7, 12, 3, 18, 15
Cc1cc([N+](=O)[O-])nn1Cc1ccc(C(=O)N/N=C/c2ccccc2)cc1
  -7, -2, -13, -1, 5, 9, -6, 12, 2
Nc1nc(Cl)nc2c1ncn2C1OCC(O)C(O)C1O (stereo not drawn)
  nt, 1, 7, nt, nt, 1, nt, nt, 5
O=C1CN(C(=O)NCCC(=O)NC2CCCCC2)c2ccccc2N1
  -10, -1, -3, -2, 4, 13, 0, 10, -4
O=C1C=C(O)c2cccc(O)c2C1=O
  66*, 4, 11, 31, 14, 45*, 44*, 10, 9
Cc1sc(NC(=O)C2CCCCC2)c(C#N)c1-c1ccccc1
  -19, -6, 1, -14, -15, -2, 21, -2, 20
COc1ccc(C(=O)Nc2ccc(Cl)c(S(=O)(=O)N3CCOCC3)c2)cc1
  0, 1, 1, 5, 3, 3, 9, -9, 10
COc1ccc(NS(=O)(=O)c2cccc(C(=O)NCC(c3ccc(OC)cc3)N3CCCC3)c2)cc1 (stereo not drawn)
  -22, -5, -2, -3, -10, -64, 27, 5, 12
O=C(c1ccc(NS(=O)(=O)c2ccc3[nH]c(=O)[nH]c3c2)cc1)N1CCCC(C(F)(F)F)C1 (stereo not drawn)
  -6, 0, 1, -2, 4, 0, 5, 11, -9
Cc1nc(SCc2ccc(F)cc2)c([N+](=O)[O-])[nH]1
  -1, 2, -7, -6, 5, 22, -1, 11, 26
CN(C(=O)c1cccc(NC(=O)Cc2ccc(NC(=O)C3CCCN(C(=O)CCc4ccccc4)C3)cc2)c1)C1CCCC1 (stereo not drawn)
  nt, 2, -5, nt, nt, 8, nt, nt, 13
